# From PubChem
# GC-B act – GC-B (human) receptor activation. HEK293-GC-B cells, CNP EC30, cGMP TR-FRET; 0% at EC30 CNP, 100% saturating CNP. actives 0.11% (n = 370,000). activation, % at 10 µM. AID 1920062. P20594;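 active = activation at 10 µM reaching about 35% in either raw or pattern-adjusted values, limit read from the data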
# Target sequence (P20594 whole entry, looked up): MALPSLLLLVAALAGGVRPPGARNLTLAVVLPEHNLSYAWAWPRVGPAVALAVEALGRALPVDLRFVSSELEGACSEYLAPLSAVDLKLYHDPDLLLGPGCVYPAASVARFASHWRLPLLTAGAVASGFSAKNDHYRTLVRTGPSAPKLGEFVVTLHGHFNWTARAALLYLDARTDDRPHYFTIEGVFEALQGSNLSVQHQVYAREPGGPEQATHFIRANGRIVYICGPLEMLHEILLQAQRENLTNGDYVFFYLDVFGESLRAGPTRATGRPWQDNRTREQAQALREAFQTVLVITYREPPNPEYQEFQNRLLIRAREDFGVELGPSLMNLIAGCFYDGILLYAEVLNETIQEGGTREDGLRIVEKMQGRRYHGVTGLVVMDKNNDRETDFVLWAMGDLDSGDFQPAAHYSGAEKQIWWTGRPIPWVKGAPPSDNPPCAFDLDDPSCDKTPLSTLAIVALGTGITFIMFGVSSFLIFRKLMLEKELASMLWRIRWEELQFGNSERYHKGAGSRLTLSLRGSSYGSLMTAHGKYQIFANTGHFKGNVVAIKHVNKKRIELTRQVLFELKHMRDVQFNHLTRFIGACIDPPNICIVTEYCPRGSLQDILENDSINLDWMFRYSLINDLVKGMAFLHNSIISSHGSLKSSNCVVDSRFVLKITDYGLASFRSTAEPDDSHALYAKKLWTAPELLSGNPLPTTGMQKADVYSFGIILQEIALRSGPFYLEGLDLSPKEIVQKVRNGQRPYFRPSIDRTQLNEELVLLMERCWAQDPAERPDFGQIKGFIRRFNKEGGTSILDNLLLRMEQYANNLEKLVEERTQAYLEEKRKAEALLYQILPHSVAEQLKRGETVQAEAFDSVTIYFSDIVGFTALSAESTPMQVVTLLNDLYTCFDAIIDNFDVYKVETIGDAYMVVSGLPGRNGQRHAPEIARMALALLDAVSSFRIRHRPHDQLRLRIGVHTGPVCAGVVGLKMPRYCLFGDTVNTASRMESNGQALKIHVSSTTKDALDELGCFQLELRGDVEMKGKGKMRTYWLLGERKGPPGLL
# NPR1 activator – GC-A (human) enzyme activation. P16066. HEK293 GC-A cells, cGMP TR-FRET, EC30 ANP; 0% at EC30 ANP, 100% saturating ANP. activation, % at 10 µM. actives 0.14% (n = 370,000). AID 1671463; in the data active = activation above about 40%
# DAX1 inh-1 – NR0B1 (DAX1) inhibition; inhibition, % at 6.75 µM; P51843; HEK293 Gal4-DAX1 luciferase reporter, luminescence; AID 504766; actives 0.99% (n = 340,000);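 active = inhibition above the mean over all tested compounds plus 3 SD, cut at about 4.2% in these data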;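 also: 0% = DAX1-transfected cells with DMSO and 100% = empty-vector control cells with DMSO; inhibition shows as a rise in luminescence from relieved DAX1 repression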
# GAA850 FXN act – activators of GAA850 frataxin (FXN) promoter. actives 0.56% (n = 360,000). HEK293 lucGAA850 FXN promoter luciferase reporter, 24 h; percent of 10 µM SAHA response. activation, % at 6 µM;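 active = activation above the average of all compounds screened plus 3 SD, cutoff fixed separately per campaign, cut at about 7.5% in these data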;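 also: 0% = DMSO wells and 100% = 10 µM SAHA wells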
# proKLK7 act – activators of human kallikrein-7 zymogen; P49862; actives 0.9% (n = 370,000); activation, % at 7 µM; purified proKLK7, EDANS-DABCYL substrate fluorescence; 100% is mature enzyme control, 0% vehicle;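 active = activation above the mean of all tested compounds plus 3 SD, computed per campaign excluding outliers beyond control limits, cut at about 13% in these data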
# DAX1 inh-2 – inhibitors of DAX1 repression of SF-1 activated StAR promoter; actives 1.1% (n = 370,000); inhibition, % at 6.8 µM; AID 652010; HEK293T StAR-luciferase reporter, SF-1/DAX-1 repression relief;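 active = inhibition above the mean over all tested compounds plus 3 SD, cut at about 3.6% in these data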;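 also: 0% = DAX-1 cells with DMSO and 100% = cells lacking DAX-1 with DMSO; higher inhibition means more luminescence from relief of DAX-1 repression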
# HGIII-sPLA2 inh – Blocks human group III sPLA2 activity. Q9NZ20. QFRET BODIPY PC-A2 liposome hydrolysis, fluorescence. inhibition, % at 12.2 µM. actives 0.56% (n = 370,000). AID 743126;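 active = inhibition above mean plus 3 SD of compounds lying within the high and low control bounds, cut at about 19% in these data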;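 also: 0% = median of test compound wells and 100% = no enzyme DMSO wells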
# hgDAF12 agonist – hgDAF-12 agonism, primary luciferase screen | HEK293 GAL4-hgDAF12 UAS-luciferase reporter, agonist luminescence; normalized to butyrate control | activation, % at 6.8 µM | actives 1.8% (n = 370,000) | AID 687014;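 active = activation above a cutoff set at the mean of all screened compounds plus 3 SD, cut at about 10% in these data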;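 also: 0% = DMSO wells and 100% = sodium butyrate wells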
# SMARCA2 act – SMARCA2 function activation, primary screen; MG213 cells, MMTV-luciferase reporter, dexamethasone, overnight; activation, % at 9.1 µM; actives 1% (n = 370,000); in the data active = activation above about 7.8%;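 also: 0% = vehicle wells and 100% = reference activator wells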
# hcDAF-12 act – activates DAF-12 receptor from parasite H. contortus; HEK293 hcDAF-12 lit1-tk-luc reporter, luminescence; 0% DMSO, 100% Δ7-dafachronic acid; activation, % at 6.8 µM; actives 1.4% (n = 370,000); AID 652067;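 active = activation above the mean of all tested compounds plus 3 SD, cut at about 5.5% in these data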;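 also: 100% = response to 3 µM Δ7-dafachronic acid high control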
# ssDAF-12 act – activators of S. stercoralis DAF-12 nuclear receptor. HEK293 ssDAF-12/GRIP1 lit1-tk-luc reporter, luminescence; % of 3 µM dafachronic acid response. activation, % at 6.8 µM. actives 1% (n = 370,000). AID 652126;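 active = activation above the mean over all tested compounds plus 3 SD, cut at about 0.9% in these data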;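 also: 0% = DMSO-only wells and 100% = 3 µM delta7-dafachronic acid wells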
# Numbers without * were called inactive; . = no result given. Hits appear at their usual frequency; overall some 6.7% were active at least once.
SMILES,GC-B act,NPR1 activator,DAX1 inh-1,GAA850 FXN act,proKLK7 act,DAX1 inh-2,HGIII-sPLA2 inh,hgDAF12 agonist,SMARCA2 act,hcDAF-12 act,ssDAF-12 act
COCc1cc(N2CCN(C(=O)OC(C)(C)C)C[C@@H]2C)ccc1Br,5.3,0.8,.,.,0.6,-1.1,0.5,-1.3,-2.9,-2.4,-0.7
O/N=C(\c1ccccc1)C(O)c1ccccc1 (configuration not stated),2.8,-3.6,0.2,-0.2,0.0,0.0,1.7,1.9,-0.2,-1.8,-1.4
O=C(CCC1CCN(C(=O)CC2=CCCCC2)CC1)NCc1ccc(F)cc1,0.2,1.5,-1.6,0.6,0.2,0.2,-2.2,0.3,-1.9,-0.6,-1.0
O=C(CNc1cccc([N+](=O)[O-])c1)N/N=C/c1ccc([N+](=O)[O-])o1,-6.0,-0.9,-1.0,-1.0,-0.3,-2.9,-3.8,-10.8,-4.2,-3.4,-1.6
O=C(c1cccc(Cl)c1)N1CCN(C(=O)c2ccco2)CC1,3.9,1.4,0.0,-0.1,-0.1,-0.9,0.1,1.4,-0.5,-0.3,-0.9
Cc1ccc(/C=C/C(=O)N2CCN(Cc3ccccc3)CC2)o1,4.3,2.7,-0.3,2.4,-0.4,-0.3,-3.9,-2.8,0.2,-1.0,-0.2
O=C(COC(=O)c1ccccn1)c1ccc([N+](=O)[O-])cc1,-0.4,-0.8,0.6,0.6,-0.3,-1.1,0.6,-3.8,0.1,-0.6,-1.1
Cc1cc(Cl)c2oc(C(=O)N(C)Cc3cc(C)[nH]n3)c(C)c2c1,2.7,8.9,0.9,3.4,0.5,0.5,-2.0,-2.0,-0.6,-1.7,-0.6
CC1CN(C(=O)CSc2nnc(CNC(=O)c3ccc(S(=O)(=O)N(C)C)cc3)o2)CC(C)O1 (configuration not stated),3.7,2.8,0.1,0.8,-0.7,-1.3,-4.6,-1.2,0.5,-0.4,-1.0
CCc1nc2c(OCc3ccc(F)c(F)c3)cccn2c1N(C)C(=O)CC(C)C,5.7,1.9,.,-1.9,1.2,-0.2,2.1,0.3,-1.1,-0.5,-1.6
CCOC(=O)C1=C(c2ccc(OC)cc2)OC(N)=C(C#N)C1c1cccnc1 (configuration not stated),3.3,-1.0,.,-0.6,1.1,0.1,-10.4,-1.8,1.9,-0.6,-0.9
CC(C)C(=O)NNc1ccc(C(F)(F)F)cn1,4.9,7.2,-1.4,1.4,-0.5,0.0,17.4,0.9,-5.2,0.1,-1.1
Cc1c(NC(=O)/C=C/c2cn(-c3ccccc3)nc2-c2ccccc2)c(=O)n(-c2ccccc2)n1C,13.7,4.2,-1.2,-1.4,-0.1,-0.7,-4.3,-0.5,-1.3,0.9,-1.4
CN(C)CC(C)(C)CNC(=O)C1CCN(Cc2ccccc2O)CC1,0.2,-1.9,1.6,0.6,0.7,0.4,0.6,3.4,0.3,0.0,-0.8
Cc1nnc(SCC(=O)N2CCCCC2)n1CC1CCCO1 (configuration not stated),3.6,0.2,1.7,0.4,-0.6,-0.2,6.1,4.3,-0.7,-0.1,-0.1
Cc1ccccc1-c1nc(CN2CCCC(C(=O)NCCCN3CCOCC3)C2)c(C)o1 (configuration not stated),4.2,-0.6,0.4,3.8,0.0,1.6,4.0,-2.1,-0.6,-0.3,-1.4
CC(C)N(C(=O)[C@H]1C[C@H](CC(=O)NC(C)(C)C)C(=O)N2CCc3c([nH]c4cc(CCC(=O)N(C)C)ccc34)[C@]12C)C(C)C,2.6,0.9,-0.8,-3.8,2.3,0.5,-1.7,0.5,3.6,0.5,-0.7
O=C(NCCn1cc(SCc2ccccc2)c2ccccc21)c1c(F)cccc1F,-6.3,-8.3,-0.5,1.5,0.5,-2.4,-15.7,0.3,-0.9,-2.1,-1.9
O=C1c2ccccc2C(=O)N1Cc1cnc(N2CCN(c3ccccc3)CC2)s1,0.8,-4.2,-0.2,-1.7,0.1,-0.5,-1.6,-4.6,-1.3,0.0,-1.5
Cc1onc(-c2ccccc2Cl)c1C(=O)N1CCN(Cc2ccc3c(c2)OCO3)CC1,-2.2,-0.1,0.3,-0.5,-0.3,0.5,-3.1,-3.5,-2.3,-2.2,-1.1
Cc1ccc(CNC(=O)C2CCCN(S(=O)(=O)c3c(C)noc3/C=C/N(C)C)C2)cc1 (configuration not stated),2.7,-0.5,3.9,-0.8,0.5,0.3,-0.9,-1.7,3.6,-0.8,-0.9
CC(C)(C)c1ccc(C(=O)C2CC2)cc1,0.7,4.7,0.2,1.0,-0.7,-0.9,10.9,-4.4,-2.0,-0.9,-0.3
S=C(NCc1ccco1)NCC1CCCO1 (configuration not stated),0.1,-1.0,-1.0,2.7,0.2,-0.7,1.9,-1.4,4.7,0.1,0.0
COc1ccc(CC(=O)n2nc(-c3cccnc3)nc2N)cc1,.,.,-0.4,2.0,-2.3,-0.1,-1.8,-0.8,-1.6,-0.3,-0.8
O=C(Nc1cccnc1)c1cnn2c(C(F)F)cc(C3CC3)nc12,0.6,5.2,-1.7,2.4,0.4,-0.3,0.9,-1.8,0.7,-0.8,-1.6
COc1cc(NC(=O)C2=C(N3CCOCC3)/C(=C\c3ccc(N(C)C)cc3)CCC2)cc(OC)c1OC,-4.6,-2.9,-1.1,-1.7,-1.2,-1.9,-12.5,2.4,1.3,-0.6,-0.3
Cc1ccsc1/C=N/Nc1cccc(C(=O)O)c1,0.8,2.5,-8.1,2.8,0.3,10.8*,-6.8,16.9*,2.3,10.1*,0.6
CCOc1ccccc1CNCCNC(=O)c1nonc1N,-2.1,1.9,-0.7,-0.2,-0.4,0.0,0.2,-1.0,1.1,-1.7,-0.7
COCCn1c(=O)c2cc3c(=O)n(CCOC)c(=O)c3cc2c1=O,3.7,3.5,-0.1,0.8,-0.1,-0.3,9.9,2.0,-0.9,0.5,-1.8
Cc1ccccc1NC(=O)c1cc(=O)c2ccccc2o1,-3.0,0.5,0.1,-2.5,0.3,0.5,3.2,1.4,0.2,-0.4,-1.5
O=C(O)Cc1c[nH]c2ccccc12,2.4,1.3,0.6,2.9,-0.1,0.2,4.6,-3.6,2.5,3.2,-0.7
COC(=O)c1cc(C(=O)c2ccccc2)n2c(=O)/c(=C\N(C)C)sc12,-2.5,-2.3,.,.,0.5,0.2,1.4,-0.1,6.7,-1.0,-1.5
CC1(C(=O)NS(=O)(=O)c2cccc(F)c2)CCN1C(=O)Cc1cccs1 (configuration not stated),-1.1,0.2,.,0.6,0.1,-0.2,15.0,1.1,-7.1,-0.2,-0.7
C[C@H](NC(=O)OCc1ccccc1)C(=O)NNC(=O)[C@H](Cc1ccccc1)NC(=O)OC(C)(C)C,1.4,-1.7,1.1,1.2,-0.2,-0.4,4.6,-0.5,0.9,0.0,-1.2
CCOC(=O)N1CCN(Cc2nc3cc(NC(=O)CC(C)C)ccc3n2C)CC1,-4.7,-0.9,-0.1,0.2,0.2,1.2,4.1,1.9,-3.1,-1.1,-1.4
O=C(CSc1nc(O)cc(=O)n1-c1ccccc1)NC1CCCCC1,2.7,-1.0,0.5,-0.6,-0.1,0.2,4.4,1.2,1.8,0.0,-1.3
C[C@@H](NC(=O)c1ncn2c1C(=O)NC[C@@H]2C)c1ccccc1,-5.4,2.5,0.0,-0.8,-0.2,-0.6,2.0,0.4,1.9,-0.1,-0.7
Cc1[nH]nc(SCC(=O)NCc2ccccc2)c1[N+](=O)[O-],5.5,1.8,-0.8,1.8,-0.4,0.0,-7.3,-1.3,-0.6,0.6,-0.4
Cc1ccc(C)c(S(=O)(=O)NCc2ccc(C(=O)N3CC(C)OC(C)C3)cc2)c1 (configuration not stated),-0.5,-8.5,-1.3,0.1,-0.2,-0.9,-6.8,-0.4,-0.7,-2.4,-0.9
COc1ccc(/C(O)=C2/C(=O)C(=O)N(CCN3CCOCC3)C2c2ccc(C)cc2)cc1 (configuration not stated),0.5,-2.5,-0.6,3.7,0.0,0.7,-2.4,2.4,1.7,-1.1,-1.2
CCOc1cc(C)nc(NCCc2ccc(OC)c(OC)c2)n1,3.1,-1.0,-1.8,2.5,-0.2,-1.0,0.0,0.2,-1.1,-2.2,-1.3
CC(O)C(NS(=O)(=O)c1ccc2ccccc2c1)C(=O)OCC(=O)Nc1ccccc1OC(F)F (configuration not stated),-1.9,-2.1,-0.6,-0.2,0.0,0.1,-16.4,-3.2,-2.2,-0.4,-1.2
Cc1cccc(NC(=O)C2CCCN2S(=O)(=O)c2cccnc2)c1C (configuration not stated),5.1,2.8,.,.,0.9,0.2,4.7,0.8,0.0,-1.2,-1.3
CC1=N/C(=C\c2ccc([N+](=O)[O-])cc2)C(=O)N1c1ccc(F)cc1F,-2.2,-3.2,2.0,0.7,0.5,0.1,2.5,-0.5,-1.6,0.5,-0.8
COCCSc1ccccc1C(=O)Nc1ccc(Cl)cc1,-0.7,-2.3,1.5,-0.8,0.8,0.4,-2.5,-2.1,1.5,-1.4,-2.0
COCCN1C=C2C(=O)C(C)(OC(=O)CCc3ccccc3)C(=O)C=C2C=C1c1ccc(C#N)cc1 (configuration not stated),3.9,1.0,0.2,0.3,-0.1,0.1,2.6,1.5,-1.3,-1.7,-1.0
Cn1c(SCC(=O)N2CCCC2=O)nc2ccccc2c1=O,4.9,3.9,-0.7,-1.1,-0.4,1.1,-4.2,-2.8,3.5,0.1,-0.8
CC1CCCC2(C1)NC(=S)c1c(sc3c1CCCC3)N2 (configuration not stated),0.7,2.4,2.0,-1.0,-0.6,-0.7,-2.2,-1.9,-1.6,-1.5,-0.7
O=C(Nc1ccccc1)c1cc(C2CCCCN2C(=O)CCc2ccccc2)on1 (configuration not stated),8.1,-1.0,.,-0.6,0.4,0.0,-5.9,3.6,-2.9,1.1,-1.2
O=C(NC(=S)Nc1cccnc1)c1cc2ccccc2o1,-1.3,3.8,1.5,6.1,0.7,1.9,13.6,11.4*,7.6,1.9,0.0
CCOC(=O)C1CN(S(=O)(=O)c2ccc(C)cc2)C1,0.8,1.3,0.4,-2.4,-0.3,-0.2,3.2,0.0,-3.2,-0.5,-1.0
CCOc1ccc(C(=O)NCc2cccnc2)cc1,-4.7,-1.8,-0.6,1.4,0.3,-0.4,1.4,1.6,-2.9,-1.8,-1.2
O=[N+]([O-])c1ccc2c3n([n+]([O-])c2c1)CCN=C3c1ccc(Cl)cc1,6.7,0.5,0.8,1.8,0.0,-0.1,4.1,0.9,1.2,1.4,-1.0

# By substructure, the compounds so far containing a cyano group (2)
SMILES,GC-B act,NPR1 activator,DAX1 inh-1,GAA850 FXN act,proKLK7 act,DAX1 inh-2,HGIII-sPLA2 inh,hgDAF12 agonist,SMARCA2 act,hcDAF-12 act,ssDAF-12 act
CCOC(=O)C1=C(c2ccc(OC)cc2)OC(N)=C(C#N)C1c1cccnc1 (configuration not stated),3.3,-1.0,.,-0.6,1.1,0.1,-10.4,-1.8,1.9,-0.6,-0.9
COCCN1C=C2C(=O)C(C)(OC(=O)CCc3ccccc3)C(=O)C=C2C=C1c1ccc(C#N)cc1 (configuration not stated),3.9,1.0,0.2,0.3,-0.1,0.1,2.6,1.5,-1.3,-1.7,-1.0
